GPR151 activ: activates the human receptor GPR151; Q8TDV0; PathHunter beta-arrestin GPR151 cells, luminescence; activation, % at 11.2 µM; actives 1% (n = 650,000); AID 1508602; in the data active = activation above about 4.9%;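 also: 0% = median of compound wells and 100% = cells with positive control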
TEAD-YAP inh: TEAD-YAP interaction inhibition; HEK-TIYL cells, TEAD-Gal4/YAP UAS-luciferase luminescence; inhibition, % at 9.12 µM; actives 1.4% (n = 640,000); AID 1259422; in the data active = inhibition above about 32%;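 also: 0% = median of test compound wells and 100% = reference inhibitor wells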
MITF primary: human MITF inhibition, primary screen; O75030; AlphaScreen MITF homodimerization, bead proximity signal; inhibition, % at 2.6 µM; actives 0.91% (n = 650,000); in the data active = inhibition above about 50%;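 also: 0% = vehicle wells with protein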
FBW7 activator: human FBW7 E3 ligase activation, primary screen; Q969H0; AlphaScreen FBW7–phospho-cyclin E peptide binding, activator screen; normalized activity (activation), % at 26.1 µM; actives 0.13% (n = 650,000); AID 1259310; in the data active = normalized activity above about 1.9%;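 also: purified mutant Fbw7 with reduced substrate affinity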
Target sequence (Q969H0 whole entry, looked up): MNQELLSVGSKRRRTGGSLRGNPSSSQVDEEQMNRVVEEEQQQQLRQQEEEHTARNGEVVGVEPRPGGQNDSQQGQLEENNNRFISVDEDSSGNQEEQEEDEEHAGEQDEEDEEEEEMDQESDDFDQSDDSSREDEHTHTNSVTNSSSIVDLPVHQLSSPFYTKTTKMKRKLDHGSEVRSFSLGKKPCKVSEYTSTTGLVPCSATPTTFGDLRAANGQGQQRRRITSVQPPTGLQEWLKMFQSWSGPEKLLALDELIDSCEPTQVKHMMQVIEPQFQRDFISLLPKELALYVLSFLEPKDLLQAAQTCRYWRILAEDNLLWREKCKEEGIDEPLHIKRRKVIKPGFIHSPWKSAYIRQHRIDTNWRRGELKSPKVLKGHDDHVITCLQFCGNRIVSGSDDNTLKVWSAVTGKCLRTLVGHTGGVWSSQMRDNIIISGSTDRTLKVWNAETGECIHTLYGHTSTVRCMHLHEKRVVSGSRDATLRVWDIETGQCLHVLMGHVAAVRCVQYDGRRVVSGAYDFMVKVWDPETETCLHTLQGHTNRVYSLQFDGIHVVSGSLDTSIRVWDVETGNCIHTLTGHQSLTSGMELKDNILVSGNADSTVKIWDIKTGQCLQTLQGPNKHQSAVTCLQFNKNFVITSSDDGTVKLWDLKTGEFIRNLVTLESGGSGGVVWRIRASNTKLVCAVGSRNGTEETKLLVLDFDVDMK
Starred values were filed as active, the others as inactive. Rows were taken by chance; any-hit rate near 3.5%.

SMILES	GPR151 activ	TEAD-YAP inh	MITF primary	FBW7 activator
Cc1csc2ncc(C(=O)NC(c3ccccc3)C(F)(F)F)c(=O)n12 (centres undefined)	0.5	8	12	-0.1
CC(C)(C)C1CCC2(CC1)NC(=O)N(CC(=O)Nc1ccc(C(F)(F)F)cc1)C2=O (centres undefined)	-1.3	4	1	0.0
CC(C)OC(=O)c1nnn(-c2nonc2N)c1CN1CCc2ccccc2C1	1.5	5	8	0.0
CCCC(=O)Nc1ccc2c(c1)OCCO2	2.6	-7	19	0.1
COc1ccccc1CC(=O)NCCC1=CCCCC1	1.7	1	12	0.7
COC(=O)N/N=C\c1ccc(-c2cccc(Cl)c2)o1	1.1	-23	0	0.5
CCN1CCN(C(=O)C(C)n2c(C)c3cnn(-c4ccccc4)c(=O)c3c2C)CC1 (centres undefined)	-0.9	3	-3	0.1
COCCOC(=O)C1=C(C)NC(=S)NC1c1ccc(C(C)C)cc1 (centres undefined)	-0.3	2	14	0.6
CCOC(=O)C1C(c2cccs2)NC(=O)NC1(O)C(F)(F)F (centres undefined)	0.5	-3	2	0.2
COc1ccc(/C=C2\C=C(c3ccccc3)N(c3ccc4ccccc4c3)C2=O)cc1	-1.6	-27	5	-0.4
Clc1ccc(-c2csc(N3CCc4ccccc43)n2)c(Cl)c1	-1.8	5	-3	0.0
O=C(NCCc1ccccc1)C(=O)Nc1ccccc1F	0.7	-44	-10	-0.1
Cc1ccc(OCCOCCN2CCCCC2)c([N+](=O)[O-])c1	7.6*	4	77*	0.0
Cc1c(Cc2ccc(Cl)cc2)c(NCc2cccnc2)n2c(nc3ccccc32)c1C#N	-0.8	2	6	-0.1
Cc1ccc(C)c(-n2c(SCC(=O)Nc3nccs3)nnc2-c2cccnc2)c1	-0.4	5	13	-0.2
O=C(NC1CC1)c1ccc(-c2nc(Nc3ccc(N4CCOCC4)cc3)c3ncn(CCN4CCCC4=O)c3n2)cc1	0.4	6	0	-0.1
Cc1ccc2cc(CCNC(=O)c3ccc([N+](=O)[O-])cc3)c(=O)[nH]c2c1	1.7	10	6	-0.1
O=C(CN1C(=O)C2C3C=CC(C3)C2C1=O)Nc1cccc2c1CCCC2 (centres undefined)	-0.9	-4	-11	0.0
COc1ccc(NC(=O)C2C3CC4OC(=O)C2C4C3)c(OC)c1 (centres undefined)	1.8	8	12	0.3
O=[N+]([O-])c1cc(-n2cnnn2)ccc1Sc1nnnn1-c1ccccc1	0.1	17	-9	-0.1
CCOC(=O)C1=C(C)NC(=O)NC1c1ccc(C(C)(C)C)cc1 (centres undefined)	-0.1	-8	2	-0.1
Cc1ccc(NC(=O)/C(=C/c2cccc([N+](=O)[O-])c2)NC(=O)C2CCCCC2)c(C)c1	0.3	-8	15	1.2
CCOC(=O)c1cc2c(c(CSc3nc4sc(C(=O)OCC)c(C)c4c(=O)n3CCc3ccccc3)c1)OCOC2	-0.8	11	4	0.1
O=C(Cc1cccc(Cl)c1)Nc1ccc(N2CCC(NCCc3cnccn3)CC2)cc1	1.0	-13	15	-0.2
CCc1ccc(NC(=O)CCc2ccc(CC)o2)cc1	8.5*	-14	1	-0.1

4 records picked at random from the list so far:
SMILES	GPR151 activ	TEAD-YAP inh	MITF primary	FBW7 activator
COc1ccccc1CC(=O)NCCC1=CCCCC1	1.7	1	12	0.7
COC(=O)N/N=C\c1ccc(-c2cccc(Cl)c2)o1	1.1	-23	0	0.5
CC(C)OC(=O)c1nnn(-c2nonc2N)c1CN1CCc2ccccc2C1	1.5	5	8	0.0
O=C(NCCc1ccccc1)C(=O)Nc1ccccc1F	0.7	-44	-10	-0.1

Continuation.
SMILES	GPR151 activ	TEAD-YAP inh	MITF primary	FBW7 activator
CCc1cc(Br)ccc1NC(=O)Nc1cccc(C(C)=O)c1	-0.4	-2	16	-0.1
Cc1ccc(NS(=O)(=O)c2ccc(Cl)c(C(=O)O)c2)c(Br)c1	-0.1	3	3	0.1
Cc1ccc(C)c(S(=O)(=O)/N=C2\C=CC(=O)C(Br)=C2)c1	0.1	5	-3	0.0
O=C(NCc1nnc(SCc2ccccc2F)o1)c1ccccc1	-0.2	20	3	-0.1
CC(Sc1nnc(C2CCCCC2)n1N)C(=O)Nc1ccc(N2CCOCC2)cc1 (centres undefined)	-1.4	-8	9	0.2
CCOC(=O)c1c(NC(=O)c2cc3cc([N+](=O)[O-])ccc3oc2=O)sc2c1CCCC2	0.5	-5	-2	-0.1
COc1ccc(NCc2ccccc2NS(=O)(=O)c2ccc(C)cc2)cc1	-1.5	-14	10	-0.3
CC1=C(C(=O)OCC(F)(F)C(F)(F)F)C(c2ccc(N(C)C)cc2)NC(=O)N1 (centres undefined)	-1.0	2	-4	0.0
Cc1ccc(C)c(N2CCN(C(=O)Nc3ccccc3)CC2)c1	-0.5	-3	4	0.0
COc1cccc(NC(=O)CSCC(=O)Nc2ccccc2)c1	-1.1	-15	6	0.6
CCOC(=O)c1ccc(CN(Cc2ccc(Cl)cc2Cl)S(=O)(=O)c2ccc3c(c2)OCCO3)cc1	-2.8	2	-10	-0.1
O=C(Nc1ccc2c(c1)OCCO2)c1ccccc1	-0.5	12	10	0.1
O=C1CCCN1CCCn1c(SCc2cccc(Cl)c2)nc2ccccc2c1=O	-0.9	8	7	0.0
CCOCCOC(=O)C1=C(C)NC2=C(C(=O)C(C(=O)OC)C(C)C2)C1c1ccc(O)cc1 (centres undefined)	1.0	8	-3	0.1
Cc1ccc(SCC(=O)O/N=C(\N)c2ccccn2)cc1	-1.7	-38	-11	0.1
COc1ccc(N(CC(=O)Nc2ccc(C)cc2)S(C)(=O)=O)c(OC)c1	1.1	-15	-6	-0.2
Cc1cc(C)cc(NC(=O)CN(C)S(=O)(=O)c2ccc3nc(-c4ccccc4)[nH]c3c2)c1	-1.7	4	4	-0.1
COc1ccc(CN2CCN(Cc3cc(F)ccc3F)CC2CCO)cc1C (centres undefined)	0.0	5	2	-0.1
CCC(C)(C)C1CCC(NC(=O)C(=O)Nc2ccccc2)CC1 (centres undefined)	6.3*	-14	8	0.0
COc1ccc(C=O)cc1COc1ccc(Br)cc1	-0.6	-4	2	1.2
CCOC(=O)C1=C(N)N(c2ccccc2)C2=C(C(=O)CCC2)C1c1cc(OC)c(OC)c(OC)c1 (centres undefined)	-0.1	5	5	0.0
CCS(=O)(=O)N1CCN(C(=O)c2ccco2)CC1	0.7	3	-4	0.1
C/C(CC(=O)Nc1cccc2c1CCCC2)=N\NC(=O)c1cccc(C)c1O	1.2	5	11	0.8
O=[N+]([O-])c1ccc(S(=O)(=O)NNC(=S)NCc2ccc(Cl)cc2)cc1	-2.1	-1	13	0.7
Cc1sc2nc(C3CC3)n3c(=O)n(CC(=O)NC(C)C)nc3c2c1C	1.5	7	3	0.0
Additional entries follow:
SMILES	GPR151 activ	TEAD-YAP inh	MITF primary	FBW7 activator
CCOc1ccc(CCNC(=O)c2cc3c(s2)CS(=O)(=O)C3)cc1OCC	-0.5	-12	2	0.1
Cc1cccc(-n2c(C)cc(/C=C3\NC(=O)NC3=O)c2C)c1C	0.7	-3	12	-0.4
COc1ccc(N2Cc3ccccc3C2=N)c([N+](=O)[O-])c1	0.2	-10	0	0.1
COc1cc2ccnc(Cc3cccc(OC)c3OC)c2cc1OC	1.2	20	5	-0.1
NC(=O)CSc1nnc(-c2ccccc2)c(-c2ccccc2)n1	0.3	3	-16	0.1
CCn1c(=O)n(CC(=O)NC(C)C)c(=O)c2ccccc21	-0.8	-4	-2	0.0
O=C(Nc1ccc(C(=O)N2CCCCC2)cc1)c1cccs1	-8.6	12	9	1.5
COc1cccc(C(=O)O/N=C(\C)c2cnccn2)c1	-0.6	-6	6	0.1
O=C(Nc1ccc(Oc2ccc(Oc3ccc(NC(=O)c4ccc(F)cc4)cc3)cc2)cc1)c1ccc(F)cc1	-0.5	-1	1	0.0
CS(=O)(=O)Nc1ccc(C(=O)NCc2ccc(Cl)cc2)cc1	-1.0	1	0	0.0
COc1cccc(C=O)c1OC(=O)c1ccccc1F	1.6	-10	14	1.1
CC1=CCC(C2OCCO2)C(C)C1 (centres undefined)	2.6	3	-9	-0.2
CC(C)(C)c1ccc(C(=O)NCCOCc2ccccc2)cc1	3.1	4	-3	0.1
CC(=O)c1cccc(NC(=O)CCc2ccc(S(=O)(=O)NC3CCCCC3)cc2)c1	0.6	6	-9	-0.4
O=C(c1ccccc1)c1ccc(C(=O)N2CCN(Cc3ccccc3)CC2)o1	1.0	6	10	0.4
CCNc1ncc(C(=O)Nc2ccc3c(c2)OCO3)s1	-1.3	-44	6	0.0
O=C(Nc1ccon1)c1sc2ccccc2c1Cl	0.3	-27	-2	0.0
Cc1cc(C)c2oc(-c3cccc(NC(=O)c4cc([N+](=O)[O-])ccc4Cl)c3)nc2c1	0.2	4	-3	-0.1
Cc1cc(C(=O)N=Nc2c(O)[nH]c3ccccc23)c(C)o1	-0.2	-33	1	-0.1
COc1ccc(CCNc2nc(SCc3cc(=O)n4cc(Cl)ccc4n3)nc3ccccc23)cc1OC	-0.2	-13	-2	0.0
Cc1cccc(-c2cc(C(=O)Nc3ccc(F)cc3)c3ccccc3n2)c1	-2.4	12	3	0.0
CN(C1=NC(=O)S/C1=C\c1cccc([N+](=O)[O-])c1)c1ccc(O)cc1	2.3	5	14	0.1
N#Cc1ccccc1OCC(=O)OCC(=O)c1ccc(F)cc1	1.3	-3	-6	-0.1
CC1(C)Nc2ccccc2-c2c1sn(C1CCCCC1)c2=S	-0.2	-5	-1	-0.2
O=c1nc(N/N=C/c2ccc(Cl)cc2Cl)cn[nH]1	-6.6	67*	7	0.0

Record cards, as listed above. Order of screens: GPR151 activ	TEAD-YAP inh	MITF primary	FBW7 activator
Listed for `COc1ccc(CCNc2nc(SCc3cc(=O)n4cc(Cl)ccc4n3)nc3ccccc23)cc1OC` : -0.2	-13	-2	0.0
Listed for `CCOc1ccc(CCNC(=O)c2cc3c(s2)CS(=O)(=O)C3)cc1OCC` : -0.5	-12	2	0.1
Listed for `COc1cccc(C=O)c1OC(=O)c1ccccc1F` : 1.6	-10	14	1.1

(further entries)
SMILES	GPR151 activ	TEAD-YAP inh	MITF primary	FBW7 activator
CC(C)c1nccn1CCC(=O)N1CCC2(CC1)NC(=O)c1cc(Cl)ccc1N2	0.2	2	-4	-0.2
COCCC(=O)N1CCCC(N2CCN(c3ccc(OC)cc3)CC2)C1 (centres undefined)	-0.2	-5	-3	0.2
Nc1ccnc(NCc2ccccc2)c1	0.2	32*	-6	-0.1
Cc1oc(-n2cccc2)c(C#N)c1C(=O)O	1.7	2	7	0.1
NS(=O)(=O)c1ccc(CCNC(=O)Cn2c(=O)[nH]c3ccccc3c2=O)cc1	-0.5	-1	10	0.0
Cc1ccc(-n2c3c(cc(C(=O)Nc4ccc5c(c4)OCCO5)c2=O)C(=O)CCC3)cc1	5.0*	16	10	0.5
Cc1cc(CNC(=O)CCc2nnc(CCC3CCCCC3)o2)nn1C	0.5	0	4	0.0
COC(=O)CCCNC(=O)c1cc(COc2cc(C)ccc2C)on1	-0.4	-47	-4	-0.1
O=C(COC(=O)c1cc(Cl)ccc1O)NC1CC1	1.4	-4	-1	0.3
CCCn1c(CCC(=O)Nc2ccc(CN3CCOCC3)cc2)nc2cccnc21	0.4	-3	13	0.2
O=C(CSc1ccnc(=O)[nH]1)N1CCc2ccccc21	-0.9	-4	18	1.0
CC(=O)Nc1ccccc1NC(=O)c1ccc([N+](=O)[O-])cc1	1.3	3	-1	-0.1
COc1cc(C(=S)N2CCOCC2)ccc1OC(C)=O	-0.2	6	13	0.6
COCCCNC(=O)/C=C/c1cccs1	1.7	-3	5	0.1
CCOC(=O)c1sc2nc(SCC(=O)NCc3ccco3)n(Cc3ccccc3)c(=O)c2c1C	-1.0	-1	16	0.1
COc1ccc(S(=O)(=O)N2CCC(C(=O)Nc3ccc(F)cc3F)CC2)cc1	-0.5	15	-7	-0.1
Cc1ccc(Oc2ccc(NC(=O)C(C)Oc3ccccc3)cc2)nn1 (centres undefined)	1.8	-5	-4	-0.2
COc1ccc(C2NCCS2)cc1Br (centres undefined)	-0.9	2	-19	0.0
CC(C)CC(=O)N(c1ccc(C(C)C)cc1)C1C=CS(=O)(=O)C1 (centres undefined)	-0.4	9	9	-0.1
O=C(CSc1ccc(Br)cc1)NCc1ccco1	0.2	-13	-1	0.0
O=C(c1ccc(S(=O)(=O)c2ccccc2)cc1)N1CCc2ccccc21	-0.9	-4	18	0.1
Cc1cc(NS(=O)(=O)c2ccc(NC(=O)COc3ccc(Br)cc3)cc2)no1	1.0	-20	-13	-0.3

Shown in CSV form: seven of the compounds above
SMILES,GPR151 activ,TEAD-YAP inh,MITF primary,FBW7 activator
CCCn1c(CCC(=O)Nc2ccc(CN3CCOCC3)cc2)nc2cccnc21,0.4,-3,13,0.2
O=C(CSc1ccnc(=O)[nH]1)N1CCc2ccccc21,-0.9,-4,18,1.0
CC(=O)Nc1ccccc1NC(=O)c1ccc([N+](=O)[O-])cc1,1.3,3,-1,-0.1
COc1cc(C(=S)N2CCOCC2)ccc1OC(C)=O,-0.2,6,13,0.6
COCCCNC(=O)/C=C/c1cccs1,1.7,-3,5,0.1
CCOC(=O)c1sc2nc(SCC(=O)NCc3ccco3)n(Cc3ccccc3)c(=O)c2c1C,-1.0,-1,16,0.1
COc1ccc(S(=O)(=O)N2CCC(C(=O)Nc3ccc(F)cc3F)CC2)cc1,-0.5,15,-7,-0.1

Compound activity: PubChem, The Scripps Research Institute Molecular Screening Center
